# rad50 = NCI yeast anticancer drug screen, S. cerevisiae rad50 strain; % growth inhibition at 50 µM; AID 155; 79,000 compounds, 10% hits;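 further: 0% = growth of vehicle-only cultures of the same strain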
#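 Vehicle-treated cultures provide the reference for the growth inhibition reported for compound-exposed, repair-deficient yeast.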
# bub3 = NCI yeast anticancer drug screen, S. cerevisiae bub3 mutant strain | AID 167 | 78,000 compounds, 9.9% hits | % growth inhibition at 50 µM;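 further: 0% = growth of vehicle-only cultures of the same strain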
#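 In this screen, a yeast mutant lacking normal mitotic checkpoint function is challenged with compound. Relative growth versus vehicle gives the inhibition value.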
# mlh1 rad18 = NCI yeast anticancer drug screen, S. cerevisiae mlh1 rad18 strain | growth inhibition, % at 50 µM | 79,000 compounds, 11% hits;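 further: 0% = growth of vehicle-only cultures of the same strain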
#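 Yeast w/ defined DNA-repair lesions; compound exposure; growth vs vehicle controls → % inhibition.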
# yeast mec2-1 = NCI yeast anticancer drug screen, S. cerevisiae mec2-1 strain; % growth inhibition at 50 µM; 79,000 compounds, 9% hits;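 further: 0% = growth of vehicle-only cultures of the same strain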
#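 Cells of the genetically defined mec2-1 yeast strain are incubated with test compound. Inhibition of growth is calculated against vehicle-treated controls.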
# sgs1 mgt1 = NCI yeast anticancer drug screen, S. cerevisiae sgs1 mgt1 strain; growth inhibition, % at 50 µM; 78,000 compounds, 10% hits; AID 161;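 further: 0% = growth of vehicle-only cultures of the same strain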
#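 Compounds are added to genetically altered yeast, and growth is compared with cultures given vehicle alone to give percent inhibition.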
# yeast cln2 rad14 = NCI yeast anticancer drug screen, S. cerevisiae cln2 rad14 strain; % growth inhibition at 50 µM; 78,000 compounds, 8.3% hits;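 further: 0% = growth of vehicle-only cultures of the same strain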
#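 Strain: cln2 rad14 yeast, altered in cell cycle control and DNA damage repair. Read-out: growth inhibition vs vehicle.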
# Active calls of the source: *; & = joins results of further samples. No stated cut-off is given here; in the data, active means growth inhibition above about 70%; inactive means the rest. These rows are one share of the data (hit frequency here may not be typical).
# Letter code: A = rad50; B = bub3; C = mlh1 rad18; D = yeast mec2-1; E = sgs1 mgt1; F = yeast cln2 rad14
N#CCc1ccccc1.N#CCc1ccccc1.[C-]#[O+].[C-]#[O+].[C-]#[O+].[C-]#[O+].[W]
  A: -11	B: -5	C: -11	D: -16	E: -7	F: -33

Fc1c(F)c(F)c(-c2c(F)c(F)c(F)c(F)c2F)c(F)c1F
  A: -15	B: 13	C: -10	D: -7	E: -22	F: -9

CCC1(CC(C)(C)C)C(=O)NC(=O)NC1=O
  A: 3	B: -2	C: -7	D: -4	E: -2	F: -2

OCC(S)CS (stereo unspecified)
  A: 17	B: 10	C: -13	D: -26	E: 13	F: 3

CCOC(=O)NP(=O)(Nc1ccc(C)cc1)Nc1ccc(C)cc1
  A: 6	B: -10	C: -1	D: -12	E: 0	F: 7

N#C[S-].[Ce+3].c1ccc(-c2ccccn2)nc1.c1ccc(-c2ccccn2)nc1.c1ccc(-c2ccccn2)nc1
  A: 91*	B: 92*	C: 91*	D: 94*	E: 93*	F: 92*

C[N+]12C(=O)CC3OCC=C4C[N+]5(C)CCC6(c7ccccc71)C2C3C4CC65O (stereo unspecified)
  A: -14	B: -18	C: -15	D: -34	E: -22	F: 11

COc1ccc(NC(=O)c2ccc(S(=O)(=O)F)cc2)cc1
  A: 5	B: 24	C: 21	D: 6	E: -1	F: -10

COc1ccc(C(O)(C(=O)OCCSC)c2ccc(OC)cc2)cc1
  A: -5	B: 9	C: 0	D: 3	E: -3	F: -22

Oc1cccc(Cl)c1Cl
  A: -13	B: -41	C: 0	D: -32	E: -63	F: -12

CC1(CCl)COP(=O)(NN)OC1 (stereo unspecified)
  A: 4	B: 12	C: 5	D: -3	E: -4	F: -29

C=CCn1cc2c3c(cccc31)C1CC(C)CN(C)C1C2 (stereo unspecified)
  A: 35	B: 34	C: 29	D: 36	E: 25	F: 40

CC(c1ccccc1)N1O[C@]12CC[C@@]1(C)C(CCCC13OCCO3)C2 (stereo partly specified)
  A: 92*	B: 91*	C: 92*	D: 94*	E: 92*	F: 91*

C=CCC1(/C(C)=C\C)C(=O)NC(=O)NC1=O
  A: 4	B: 4	C: 12	D: 0	E: 9	F: 9

NCCSC(c1ccccc1)c1ccccc1
  A: -10	B: -65	C: -17	D: -7	E: -5	F: -4

COC(=O)C1=C(C)N2[C@H](C(=O)O)CO[C@@]2(C)[C@H](C(=O)OC)[C@H]1c1cccc([N+](=O)[O-])c1
  A: 27	B: 26	C: 23	D: -8	E: 21	F: 4

C=C(C)C1(CCCCC)C(=O)NC(=O)NC1=O
  A: 5	B: 18	C: 1	D: 5	E: -4	F: -30

c1cc2c3c(cccc3c1)CC2
  A: -22	B: 44	C: -15	D: 35	E: -1	F: -16

COC1CC2C(C[CH]1[Hg][Cl])C2(Cl)Cl (stereo unspecified)
  A: 100*	B: 98*	C: 100*	D: 100*	E: 100*	F: 99*

O=C([O-])c1ccccc1Nc1ccccn1.O=C([O-])c1ccccc1Nc1ccccn1.[Ni+2]
  A: -15	B: -17	C: -10	D: -12	E: -16	F: 8

CC(C)NCC(O)c1ccccc1Cl (stereo unspecified)
  A: 5	B: -6	C: 14	D: -11	E: -3	F: 33

CN1C2C=CC1c1c(C3=NC(C)(C)CO3)cccc12 (stereo unspecified)
  A: -8	B: 7	C: 3	D: -8	E: -8	F: -36

COC(C)(C)[CH]([Hg][Cl])n1ccccc1=O (stereo unspecified)
  A: 99*	B: 99*	C: 99*	D: 99*	E: 99*	F: 99*

CCC(=O)O[C@H]1CC[C@H]2[C@@H]3CCC4=C/C(=N/OC(=O)c5cccc6c(=O)c7ccccc7[nH]c56)CC[C@]4(C)[C@H]3CC[C@]12C
  A: 54	B: 74*	C: 18	D: 77*	E: 79*	F: 47

Cc1nc2ccc(Br)cc2c(=O)n1-c1ccc(N)cc1
  A: -26	B: -8	C: 6	D: -2	E: -28	F: 16

c1cc(C2N3CCCN2CC3)ccn1 (stereo unspecified)
  A: 10	B: -2	C: -15	D: -28	E: -34	F: -20

Cc1cc(N(C)C)c2ccccc2[n+]1CCCCCCCCCC[n+]1c(C)cc(N(C)C)c2ccccc21
  A: 89*	B: 90*	C: 92*	D: 92*	E: 89*	F: 91*

O=[N+]([O-])/C=C\c1c[nH]c2ccc(OCc3ccccc3)cc12
  A: 52	B: 55	C: 41	D: 31	E: 53	F: 45

O=C1OC2C(O1)C1(Cl)C(Cl)=C(Cl)C2(Cl)C1(Cl)Cl (stereo unspecified)
  A: 85*	B: 98*	C: 74*	D: 88*	E: 87*	F: 79*

CCCCCCCCSP(SCCCCCCCC)SCCCCCCCC
  A: -12	B: 1	C: 1	D: 0	E: -25	F: 3

# Structures above containing four or more nitrogen atoms, in the order listed:
# Letter code: A = rad50; B = bub3; C = mlh1 rad18; D = yeast mec2-1; E = sgs1 mgt1; F = yeast cln2 rad14
N#C[S-].[Ce+3].c1ccc(-c2ccccn2)nc1.c1ccc(-c2ccccn2)nc1.c1ccc(-c2ccccn2)nc1
  A: 91*	B: 92*	C: 91*	D: 94*	E: 93*	F: 92*

O=C([O-])c1ccccc1Nc1ccccn1.O=C([O-])c1ccccc1Nc1ccccn1.[Ni+2]
  A: -15	B: -17	C: -10	D: -12	E: -16	F: 8

Cc1cc(N(C)C)c2ccccc2[n+]1CCCCCCCCCC[n+]1c(C)cc(N(C)C)c2ccccc21
  A: 89*	B: 90*	C: 92*	D: 92*	E: 89*	F: 91*

# Remaining list, next part:
# Letter code: A = rad50; B = bub3; C = mlh1 rad18; D = yeast mec2-1; E = sgs1 mgt1; F = yeast cln2 rad14
O=C(OCc1nc2ccccn2c1[N+](=O)[O-])N(CCCl)CCCl
  A: -43	B: 17	C: -46	D: -22	E: -36	F: -11

COc1ccc(C(OCC2OC(n3ccc(Oc4c(F)c(F)c(F)c(F)c4F)nc3=O)CC2OP(OCCC#N)N(C(C)C)C(C)C)(c2ccccc2)c2ccc(OC)cc2)cc1 (stereo unspecified)
  A: 18	B: -7	C: -3	D: 5	E: 7	F: -9

C#C[C@]1(O)CC[C@H]2[C@@H]3CCC4=C/C(=N/OC(=O)c5cccc6c(=O)c7ccccc7[nH]c56)CC[C@@H]4[C@H]3CC[C@@]21C
  A: 2	B: -25	C: -4	D: -4	E: 11	F: 10

CN(C)C(=O)Oc1ncccc1C1CCCN1C (stereo unspecified)
  A: -4	B: 1	C: -21	D: 10	E: -9	F: -17

Nc1ccncc1
  A: 4	B: -3	C: 4	D: -5	E: 10	F: 11

CCCC(C)C1C(=O)N(C)C(=O)N(C)C1=O (stereo unspecified)
  A: 14	B: -5	C: 15	D: -1	E: 11	F: 10

NC(CS)C(=O)O (stereo unspecified)
  A: -26&32&-5	B: -38&26&-17	C: 2&13&-8	D: -3&-9&-8	E: -35&28&-8	F: -2&8&0

CN(C)P(=O)(N(C)C)N(C)C.[CH3][Sn]([CH3])([Cl])[Cl]
  A: 6	B: 64	C: 82*	D: -1	E: 52	F: 50

N#CCCN=C(N)N[N+](=O)[O-]
  A: 15	B: -8	C: 5	D: 3	E: -2	F: -42

# Compound profiles, from the list above. Values in the order: rad50, bub3, mlh1 rad18, yeast mec2-1, sgs1 mgt1, yeast cln2 rad14
# Profile of `NC(CS)C(=O)O` (stereo unspecified) = -26&32&-5, -38&26&-17, 2&13&-8, -3&-9&-8, -35&28&-8, -2&8&0
# Profile of `COc1ccc(C(OCC2OC(n3ccc(Oc4c(F)c(F)c(F)c(F)c4F)nc3=O)CC2OP(OCCC#N)N(C(C)C)C(C)C)(c2ccccc2)c2ccc(OC)cc2)cc1` (stereo unspecified) = 18, -7, -3, 5, 7, -9
# Profile of `O=C(OCc1nc2ccccn2c1[N+](=O)[O-])N(CCCl)CCCl` = -43, 17, -46, -22, -36, -11

# In another format: three of the compounds above
Structure,rad50,bub3,mlh1 rad18,yeast mec2-1,sgs1 mgt1,yeast cln2 rad14
COc1ccc(C(OCC2OC(n3ccc(Oc4c(F)c(F)c(F)c(F)c4F)nc3=O)CC2OP(OCCC#N)N(C(C)C)C(C)C)(c2ccccc2)c2ccc(OC)cc2)cc1 (stereo unspecified),18,-7,-3,5,7,-9
C#C[C@]1(O)CC[C@H]2[C@@H]3CCC4=C/C(=N/OC(=O)c5cccc6c(=O)c7ccccc7[nH]c56)CC[C@@H]4[C@H]3CC[C@@]21C,2,-25,-4,-4,11,10
CN(C)C(=O)Oc1ncccc1C1CCCN1C (stereo unspecified),-4,1,-21,10,-9,-17

# Compound activity as filed in PubChem.
